A549 viability = kills or reduces viability of A549 cells in Nrf2 counter-screen; A549 ARE-Fluc cells, CellTiter-Fluor viability, 18-24 h; 0.16% of 390,000 active; Potency, µM (top dose mostly 46 µM), for the others: top-dose activity change, negative = cytotoxicity, most hits filed as inhibitors; also: potency is read from the fitted curve at half-maximal effect; % is scaled to controls: 0 for no effect and ±100 for the full control effect
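Cytotoxicity counterscreen: CellTiter-Fluor fluorescence was measured in A549 ARE_Fluc cells after 18-24 h of compound exposure in a concentration series. The subsequent BugLite luminescent read reports ARE-luciferase activity.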
Nrf2 block = blocks Nrf2 signaling; A549 ARE-Fluc reporter, luciferase luminescence, 18-24 h; Potency, µM (series often up to 46 µM), inactives show at the highest dose activity change, negative = inhibition, most hits filed as inhibitors; 2.1% of 360,000 active; AID 504444; also: potency is read from the fitted curve at half-maximal effect; % is scaled to controls: 0 for no effect and ±100 for the full control effect; nearly all actives have a fitted effect of over 60% in size
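In this cell-based qHTS, ARE-driven firefly luciferase in A549 cells reports Nrf2 activity; the luminescent signal after BugLite lysis is the measured value, with a prior CellTiter-Fluor read for cell health.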
Nrf2 activator = Nrf2 pathway activation; 0.31% of 410,000 active; Potency, µM (titrated, usually from 46.1 µM), for the others: top-dose activation, hits mostly activators; AREc32 ARE-luciferase reporter (MCF7-derived line), luminescence, 24 h; also: potency is read from the fitted curve at half-maximal effect; % of control where 0% means no effect; nearly all actives have a fitted effect of over 65% in size
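Each well held 1000 AREc32 cells, which were incubated with compound for 24 hr at 37 deg C after overnight attachment, and ARE reporter activity was quantified by firefly luciferase luminescence.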
IL-2 act = activates IL-2 in a cell-based reporter assay; IL-2 activation reporter assay, cell-based qHTS; stimulated with anti-CD3/CD4/CD28 beads; in transgenic mouse T cells; activation, % (series mostly up to about 46 µM); 0.065% of 360,000 active; AID 652025; in the data active = activation above about 50%; inconclusive = mostly about 30% to 49%; also: 0% is about no effect
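EGFP and DsRed fluorescence is measured by plate cytometry in unstimulated transgenic mouse T cells exposed to compound for 60 minutes, then stimulated 18 hours at 37 degrees C with anti-CD3/anti-CD4 beads plus anti-CD28.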
TGFb SMAD3 inh = TGF-b pathway inhibition; HepG2 CAGA-GFP TGF-b/SMAD3 reporter, GFP fluorescence, 18 h; TGF-beta stimulated, 500 pg/mL final; Potency, µM (doses to about 46.1 µM), inactives show at the highest dose activity, negative = inhibition, usual class: inhibitors; 1.2% of 410,000 active; AID 588855; also: potency is read from the fitted curve at half-maximal effect; % is scaled to controls: 0 for no effect and ±100 for the full control effect; nearly all actives have a fitted effect of over 65% in size
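Cell-based qHTS in HEPG2 carrying a CAGA-GFP Smad reporter; compounds added before 500 pg/mL final TGF-beta, 18 h incubation at 37 degrees C, GFP fluorescence quantified per cell by imaging cytometry.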
EPAC2 ag = EPAC2 (human) agonism | AID 720711 | Q8WZA2 | Potency, µM (series often up to 154 µM), inactives show at the top dose activation, most hits filed as activators | EPAC2 activation, biochemical qHTS; response scale: 100% = 6.5 mM cAMP response | 0.079% of 360,000 active; also: potency is read from the fitted curve at half-maximal effect; nearly all actives have a fitted effect of over 50% in size
Target sequence (Q8WZA2 whole entry, looked up): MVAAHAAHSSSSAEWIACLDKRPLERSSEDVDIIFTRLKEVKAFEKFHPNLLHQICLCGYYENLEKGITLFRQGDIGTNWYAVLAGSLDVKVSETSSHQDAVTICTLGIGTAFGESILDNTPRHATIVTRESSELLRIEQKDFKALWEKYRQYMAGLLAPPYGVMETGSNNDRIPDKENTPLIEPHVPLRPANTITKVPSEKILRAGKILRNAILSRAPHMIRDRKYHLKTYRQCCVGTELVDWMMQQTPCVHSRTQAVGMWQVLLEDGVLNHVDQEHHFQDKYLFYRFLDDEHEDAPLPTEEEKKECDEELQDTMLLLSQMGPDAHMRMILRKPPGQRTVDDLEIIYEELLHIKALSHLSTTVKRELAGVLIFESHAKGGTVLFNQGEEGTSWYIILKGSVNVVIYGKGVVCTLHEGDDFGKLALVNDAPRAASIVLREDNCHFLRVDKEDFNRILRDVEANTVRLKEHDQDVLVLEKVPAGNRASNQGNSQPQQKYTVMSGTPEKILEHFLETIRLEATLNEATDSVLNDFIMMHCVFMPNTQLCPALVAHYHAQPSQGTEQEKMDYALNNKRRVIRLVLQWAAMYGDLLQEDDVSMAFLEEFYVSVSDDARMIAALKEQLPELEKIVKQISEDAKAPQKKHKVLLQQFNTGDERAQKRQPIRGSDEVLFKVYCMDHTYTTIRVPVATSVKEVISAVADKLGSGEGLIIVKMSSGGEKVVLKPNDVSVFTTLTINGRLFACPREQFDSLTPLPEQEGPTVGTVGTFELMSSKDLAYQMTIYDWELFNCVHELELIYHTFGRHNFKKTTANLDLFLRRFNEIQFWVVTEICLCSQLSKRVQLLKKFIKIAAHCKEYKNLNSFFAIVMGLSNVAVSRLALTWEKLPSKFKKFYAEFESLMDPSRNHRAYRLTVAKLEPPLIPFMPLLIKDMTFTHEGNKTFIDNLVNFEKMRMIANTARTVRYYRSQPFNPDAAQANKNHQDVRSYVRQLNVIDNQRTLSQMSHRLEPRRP
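In this primary screen, activation is scored as increased exchange of BODIPY-GDP from Rap1B by 100 nM EPAC2, with 50 uM GDP as competitor. Signal is normalized to the 6.5 mM cAMP agonist control.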
ATXN viability = reduces viability in counter-screen for ATXN expression inhibitors; AID 651635; S2 cells (HEK-293 line with an ATXN2-luciferase reporter) viability, CellTiter-Fluor protease fluorescence, 24 h; 0.49% of 400,000 active; Potency, µM (titrated, usually from 56.7 µM), actives largely listed as cytotoxic; also: potency is read from the fitted curve at half-maximal effect; nearly all actives have a fitted effect of over 40% in size
HepG2 viability = HepG2 cytotoxicity, counter-screen for TGF-b inhibitors; AID 588856; Potency, µM (highest dose often 46.1 µM), without a hit: at the top dose activity change, negative = cytotoxicity, hits mostly cytotoxic; 0.76% of 410,000 active; HepG2 CAGA-GFP viability, ATP luminescence, 18 h; also: potency is read from the fitted curve at half-maximal effect; some results filed as inactive show a strong effect at the top dose
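HepG2 CAGA-GFP cells (1000/well, DMEM with 1% FBS) received compound, then TGF-beta at 500 pg/mL final, and were incubated 18 hours at 37 degrees C. Viability was read by CellTiter-Glo luminescence. Media-only wells were set as complete cell-killing and DMSO as no toxicity.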
ATXN2 expr inh = inhibitors of ATXN2 expression | HEK-293 ATXN2-luciferase reporter, luminescence, 24 h | Potency, µM (top dose mostly 57 µM), inactives show at the top dose activity change, negative = inhibition, hits mostly inhibitors | 0.72% of 360,000 active; also: potency is read from the fitted curve at half-maximal effect; % is scaled to controls: 0 for no effect and ±100 for the full control effect; nearly all actives have a fitted effect of over 55% in size
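ATXN2-luciferase reporter cells (luciferase flanked by upstream and downstream ATXN2 gene portions) were treated 24 h at 37 °C with compounds at up to 57 uM. SteadyGlo luminescence gave expression; GF-AFC fluorescence gave viability.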
Starred values were filed as active, the others as inactive; i = inactive; ? = inconclusive; nt = not tested or not shown; [ ] = another dose, or the depositor's remark. Unless noted, calls follow the shape of the dose curve; as a rule, active = well fitted curve in the direction sought with a large enough effect; inconclusive = small, poorly fitted or top-dose-only effect, or another doubt; inactive = no such curve, though single readings can be large; an effect the other way counts as inactive or inconclusive. This is a random part of the collection; any-hit rate near 4.3%.

Compound	A549 viability	Nrf2 block	Nrf2 activator	IL-2 act	TGFb SMAD3 inh	EPAC2 ag	ATXN viability	HepG2 viability	ATXN2 expr inh
Cc1cccc(NC2=NC3(CCCCC3)N=C(N)N2)c1	-5.4%	8.2%	-0.2%	1.7	-19.7%	7.4%	i	-12.6%	0.6%
Cc1c(Br)c([N+](=O)[O-])nn1CC(=O)Nc1nccs1	-0.1%	1.3%	0.1%	0.1	2.5%	-1.5%	i	7.0%	-10.2%
Cc1cccc(NC(=O)c2sc3nc(C)nc(N4CCOCC4)c3c2C)c1	nt	nt	-0.9%	2.0	5.7%	6.0%	i	1.2%	nt
C=CCOC(=O)C1=C(C)NC(SCC(=O)N(CC)CC)=C(C#N)C1c1ccccc1 (stereo not drawn)	-5.1%	-3.4%	0.0%	-1.5	11.9%	13.3%	i	-21.4%	55.4%[activator]
CCOc1ccc(Cn2c(O)cc(=O)[nH]c2=O)cc1	2.3%	9.5%	0.5%	-0.4	?	-3.6%	i	-10.1%	11.6%
COc1cccc(NC(=O)COC(=O)CCC(=O)c2cccs2)c1	13.4%	1.3%	0.0%	0.6	-9.1%	11.9%	nt	-1.9%	nt
Cc1ccc(S(=O)(=O)N(CC(=O)Nc2cc(C)ccc2C)C(=O)N2CCN(C)CC2)cc1	0.0%	1.0%	-0.6%	-1.3	-9.8%	-1.1%	?	5.2%	-6.6%
CC(C)Oc1ccc(C(CC(=O)N2CCOCC2)C(C)C)cc1 (stereo not drawn)	0.8%	0.4%	-0.4%	0.5	14.2%	9.3%	i	-1.4%	-5.6%
CCC(c1nnnn1-c1ccc2c(c1)OCCO2)N1CCN(c2ccc(F)cc2)CC1 (stereo not drawn)	nt	nt	0.2%	-1.0	nt	22.3%	i	nt	-19.3%
CCCC/C(C)=N/NC(=O)C(=O)NCCc1ccccc1	?	-27.0%	1.8%	-0.5	2.4%	6.7%	i	1.7%	4.4%
C[C@@H]1CN([C@H](C)CO)C(=O)c2cc(Br)cnc2O[C@H]1CN(C)C(=O)Nc1ccccc1F	nt	nt	-0.9%	-3.1	0.4%	13.4%	i	-9.9%	-3.4%
CCc1c(C)c2ccc(OCC(=O)OC)cc2oc1=O	0.9%	14.2%	-0.8%	0.7	-0.5%	-1.4%	i	-0.4%	-7.7%
CC(C)c1ccc(NC(=O)CCNC(=O)Cn2cnc3ccccc3c2=O)cc1	-2.4%	?	0.4%	-0.8	8.3%	-6.4%	i	7.4%	-7.6%
Cc1nonc1NC(=O)CSc1nc2c(C)cccc2cc1C#N	-2.7%	2.8%	5.1%	4.6	60.9%[activator]	8.5%	i	9.3%	nt
COc1ccc(CCNC(=O)C/C(C)=N/NC(=O)COc2ccc(C)cc2Br)cc1OC	-2.9%	-25.3%	0.1%	-0.6	-3.4%	28.8%	i	-25.3%	-23.2%
COc1ccc(/C(C)=N/NC(=O)c2cccc(S(=O)(=O)N3CCCC3)c2)c(O)c1	-24.1%	?	0.2%	0.9	-22.9%	17.8%	i	-3.3%	?
CCC[C@@H](CN1CCC[C@H]1CN1C(N)=NC[C@H]1CC(C)C)N1C[C@@H](Cc2ccccc2)N(CCCC2CCCC2)C1=N	-9.5%	-3.4%	-0.1%	0.5	-1.7%	4.7%	i	-13.4%	2.7%
COc1ccccc1N1CCN(C(=O)CC(NC(=O)c2ccccc2Cl)c2ccccc2)CC1 (stereo not drawn)	-13.8%	-16.5%	2.2%	-2.3	2.4%	5.8%	i	15.3%	-0.4%
O=C1C(Cc2ccccc2)NC(=S)N1c1ccccc1 (stereo not drawn)	-0.9%	4.4%	0.4%	-3.2	-12.8%	0.1%	i	4.5%	5.8%
CN(C)C(=O)CSc1nnc(-c2cccnc2)n1-c1ccccc1	-1.8%	-5.4%	0.5%	-4.0	22.8%	10.6%	i	24.1%	-0.6%
Cc1ccc(CCNC(=O)c2ccc3nc4ccc(Cl)cc4c(=O)n3c2)cc1	1.2%	-24.4%	-0.1%	-3.1	-0.2%	1.1%	i	-13.1%	8.9%
CN1CCc2c(sc3nc(SCC(=O)N4CCOCC4)nc(N)c23)C1	1.7%	-12.2%	2.8%	0.4	11.7%	-0.2%	i	-22.4%	1.7%
CC(=O)c1cn(CC(=O)Nc2ccccc2C(F)(F)F)c2ccccc12	5.3%	-22.1%	-0.1%	-3.6	-7.9%	-2.1%	i	-12.4%	nt
O=C1CCCN1CC(CN1CCOCC1)Sc1nc2ccccc2c(=O)n1-c1ccccc1 (stereo not drawn)	-12.3%	5.5%	2.9%	-0.1	17.7%	4.3%	i	-7.0%	-8.4%
O=[N+]([O-])c1ccccc1SNc1ccccc1	nt	nt	-0.7%	-2.4	-1.7%	?	i	-28.6%	nt
CC(=O)Nc1nn(C)c2nc3cc(C)ccc3cc12	-3.4%	3.7%	0.3%	0.1	-16.1%	3.8%	i	-0.8%	1.8%
CCc1ccc(S(=O)(=O)c2nnn3c2nc(NC2CCCC2)c2sccc23)cc1	-8.5%	-2.9%	0.3%	nt	62.5%[activator]	nt	nt	-17.5%	nt
COc1cc(/C=C2/SC(=S)NC2=O)ccc1OS(=O)(=O)c1ccc(C)cc1	?	?	5.6%	1.5	15.8µM*	4.3%	i	-16.1%	-15.5%[11.3 µM]
COc1ccc(C(=O)N2CCN(c3nc(C4CC4)nc4sc(C)c(C)c34)CC2)cc1	-5.9%	-29.8%	3.9%	-0.7	?	26.1%	i	-2.9%	?
COc1ccc(CCNC(=O)Nc2ccccc2[N+](=O)[O-])cc1	2.9%	?	?	1.1	16.2%	12.5%	i	-0.1%	-13.7%[11.3 µM]
COc1ccc(C(=O)NC2CCCCCCC2)cc1OC	0.2%	1.0%	-0.1%	0.9	?	6.3%	i	3.5%	64.1%[activator]
COc1ccccc1NC(=O)CSc1cn(CC(=O)N2CCCC2)c2ccccc12	1.8%	-14.8%	0.0%	nt	-19.0%	nt	i	-17.8%	-4.0%
COc1ccc2c(c1)C(CC(=O)NN)CCC2 (stereo not drawn)	2.8%	?	6.3%	0.0	0.0%	10.0%	?	1.8%	0.0%
O=C(CCc1ccc(S(=O)(=O)N2CCOCC2)cc1)OCC(=O)c1ccccc1F	-4.0%	2.2%	2.0%	-0.1	2.5%	8.9%	i	5.4%	6.3%
COC(=O)COc1cccc(NC(=O)c2ccc(C)cc2)c1	22.0%	-19.6%	-0.4%	-1.1	-18.9%	-3.4%	i	-29.2%	-12.3%
CC(=O)Oc1ccc2c(C)c(CC(=O)N3CCN(C(=O)C4COc5ccccc5O4)CC3)c(=O)oc2c1C (stereo not drawn)	10.8%	?	1.0%	-3.8	10.5%	-5.8%	i	-18.7%	-1.9%
CCn1c(SCC(=O)Nc2ccc(S(N)(=O)=O)cc2)nnc1-c1ccccc1OC	3.5%	-15.6%	2.9%	0.2	-12.4%	11.5%	i	-18.8%	-5.7%
Cc1ccc(S(=O)(=O)C(CNC(=O)C(=O)NCCc2ccc(Cl)cc2)c2ccco2)cc1 (stereo not drawn)	0.5%	nt	-0.1%	nt	15.1%	nt	nt	1.2%	nt
NC(=O)CSc1nnc2n(N)c(=O)c3ccccc3n12	6.0%	-3.1%	0.2%	-1.6	1.6%	7.9%	i	-9.0%	-5.1%
CC(C)(C)c1nc(SCC(=O)c2ccccc2)c2ccccc2n1	0.7%	?	8.9%	-5.1	?	11.3%	i	-4.2%	32.8%[activator]
CC(C)CCSc1nc2ccccc2[nH]1	0.4%	?	3.4%	-2.4	1.8%	2.4%	i	-10.3%	53.6%[activator]
Cc1ccc(S(=O)(=O)N2CCOCC2)cc1C(=O)OC(C)C(=O)NC1CCCC1 (stereo not drawn)	1.7%	0.4%	-0.6%	-0.3	14.7%	-1.9%	i	4.7%	-2.2%

Bioassay records (PubChem BioAssay)
